Screens: PubChem, several laboratories
SIAE inh: blocks human sialic acid acetylesterase; 370,000 tested, 0.69% active; inhibition, % at 9.66 µM; AID 1053197; SIAE FP-Rh probe binding, fluorescence polarization;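 active = inhibition above a cutoff: mean of compounds within the control limits plus 3 SD of those, cut at about 17% in these data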;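 note: 0% = plate median of compound wells and 100% = probe without SIAE protein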
PG9 binder: binds the HIV-1 gp120 antibody PG9; 360,000 tested, 0.43% active; AID 624416; inhibition, % at 6.7 µM; TR-FRET gp120-PG9 antibody binding; in the data active = inhibition above about 8.5%
HTRA1 inh: inhibitors of human serine peptidase HTRA1. Q92743. recombinant HTRA1, FP-rhodamine activity-based probe, fluorescence polarization. inhibition, % at 5.96 µM. 340,000 tested, 0.5% active; in the data active = inhibition above about 36%;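 note: 0% = enzyme with DMSO and 100% = wells lacking enzyme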
Target sequence (Q92743 whole entry, looked up): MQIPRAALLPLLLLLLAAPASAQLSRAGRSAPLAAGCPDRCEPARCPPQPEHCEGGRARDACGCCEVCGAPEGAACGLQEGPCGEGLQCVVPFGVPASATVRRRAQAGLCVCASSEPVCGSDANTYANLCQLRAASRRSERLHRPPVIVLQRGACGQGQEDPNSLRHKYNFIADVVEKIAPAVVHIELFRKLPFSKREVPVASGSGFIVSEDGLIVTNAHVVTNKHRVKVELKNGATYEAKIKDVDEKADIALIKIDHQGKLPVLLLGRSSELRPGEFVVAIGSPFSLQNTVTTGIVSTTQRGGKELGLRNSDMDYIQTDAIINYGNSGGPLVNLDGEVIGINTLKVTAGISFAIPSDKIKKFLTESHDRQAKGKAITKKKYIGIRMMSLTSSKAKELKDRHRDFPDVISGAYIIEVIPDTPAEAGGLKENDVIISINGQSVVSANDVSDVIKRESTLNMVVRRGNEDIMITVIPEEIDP
Rev-erbA mod: modulators of human Rev-erb alpha DNA binding. Rev-erbα–FITC-DNA binding, fluorescence polarization, 90 min. 370,000 tested, 0.79% active. AID 1259318. activity, % at 10 µM;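 active = activity above about 14%, limit read from the data; passing the limit was not always enough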;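 note: 0% = DMSO wells with 35 nM protein and 100% = DMSO wells with 750 nM protein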
TDP2 absorb: TDP2 (human) inhibition, absorbance primary screen; recombinant TDP2, T5PNP hydrolysis, p-nitrophenol absorbance 415 nm; 370,000 tested, 0.34% active; inhibition, % at 12.8 µM; O95551;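 active = inhibition above the mean of all tested compounds plus 3 SD, set per campaign, cut at about 25% in these data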;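 note: 0% = DMSO with enzyme and 100% = buffer with substrate but no TDP2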
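Material: recombinant human TDP2; quantity: TDP2 enzyme at 120 nM final; medium: Tris-HCl pH 7.5 with MgCl2; compound: single concentration, 12.8 µM nominal, with 1% DMSO; incubation: 2 h enzyme incubation at 37 °C; signal: epi absorbance; measure: percent inhibition; benchmarks: high control without enzyme, low control DMSO plus TDP2; repeats: singlicate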
LEDGF integ inh: blocks HIV-1 LEDGF/p75-dependent DNA integration; TR-FRET IN-LEDGF/p75 DNA integration, Eu/Cy5; inhibition, % at 3.7 µM; 370,000 tested, 0.64% active; AID 743269;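 active = inhibition above the screen-wide mean plus 3 SD, cut at about 13% in these data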;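 note: signal is the Cy5 over europium emission ratio at 671 and 618 nm; 0% = plate median of compound wells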
PRMT1 FP inh: inhibitors of human PRMT1 | Q99873 | inhibition, % at 2.79 µM | 370,000 tested, 1.3% active | AID 652257 | recombinant PRMT1, activity-based probe fluorescence polarization;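 active = inhibition above about 21% made by adding two undisclosed values, limit read from the data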
mABHD4 FP: inhibitors of mouse ABHD4 | Q8VD66 | AID 720543 | 370,000 tested, 0.54% active | purified mABHD4, FP-Rh probe fluorescence polarization | inhibition, % at 8.92 µM;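 active = inhibition exceeding the mean over every tested compound plus 3 SD, cut at about 30% in these data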;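 note: 0% = plate median of compound wells and 100% = S159A mutant with DMSO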
Target sequence (Q8VD66 whole entry, looked up): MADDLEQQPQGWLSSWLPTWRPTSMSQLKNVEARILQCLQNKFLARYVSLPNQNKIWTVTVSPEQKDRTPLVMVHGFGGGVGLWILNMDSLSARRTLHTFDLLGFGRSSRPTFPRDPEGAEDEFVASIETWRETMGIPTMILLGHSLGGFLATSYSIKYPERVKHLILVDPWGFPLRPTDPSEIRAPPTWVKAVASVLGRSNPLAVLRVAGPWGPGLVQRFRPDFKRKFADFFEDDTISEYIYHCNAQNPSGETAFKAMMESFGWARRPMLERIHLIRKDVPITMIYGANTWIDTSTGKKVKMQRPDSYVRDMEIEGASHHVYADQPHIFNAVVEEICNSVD
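Test system: mABHD4 protein; Read-out basis: % inhibition; Incubation: 45 min + 60 min at 25 °C; Repeats: single replicate; Technique: fluorescence polarization with parallel and perpendicular emission, 525/598 nm; Compound: 8.92 µM, single dose; Benchmarks: full inhibition S159A mutant plus DMSO, zero as sample-well median.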
rCAG binder: binds r(CAG) RNA repeats; r(CAG) RNA repeat, TO-PRO-1 dye displacement fluorescence; inhibition, % at 3 µM; 370,000 tested, 1.3% active;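 active = inhibition above the plate cutoff, the mean of all test compounds on that plate plus 3 SD, cut at about 35% in these data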;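 note: 0% = DMSO alone and 100% = 100 µM mitoxantrone as full dye displacement; higher means more dye released from RNA so lower well fluorescence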
TCR-CD3 inh: blocks the human TCR-CD3 interaction; TAMRA-labeled TCR probe fluorescence, biochemical; 360,000 tested, 0.37% active; AID 651800; inhibition, % at 9.4 µM; in the data active = inhibition above about 19%;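 note: recombinant mutant TCR 2C K166C tagged with TAMRA read by polarization; 0% = receptor in buffer alone and 100% = receptor with positive control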
* marks the source's active call; other numbers are inactive results; x = no result given. This is a subset, so the mix of outcomes need not match the whole.

SMILES | SIAE inh | PG9 binder | HTRA1 inh | Rev-erbA mod | TDP2 absorb | LEDGF integ inh | PRMT1 FP inh | mABHD4 FP | rCAG binder | TCR-CD3 inh
CCCCOc1ccc(N2C(N)=NC(N)=NC23CCCCC3)cc1 | 7 | -1.3 | 4 | 1 | 0 | 5 | -2 | 2 | 7 | 6
CC(=O)Nc1coc2ccc(Br)cc12 | 7 | -4.9 | -5 | 0 | -1 | 1 | -2 | 1 | 1 | -4
CCCC1=Nc2cc(C(=O)NCCN3CCOCC3)ccc2Sc2ccccc21 | -1 | 0.4 | -10 | 4 | 15 | 5 | -1 | -5 | -6 | 2
Cc1cc(C)n(-c2nc3ccccc3c(=O)n2OCc2ccc(Cl)cc2)n1 | 6 | -0.5 | -7 | -3 | 12 | -2 | 3 | -4 | -7 | 9
CCOc1ccc(S(=O)(=O)N2CCNC(=O)C2)cc1 | 0 | -2.6 | 1 | 6 | 8 | -5 | 2 | 7 | 54* | -12
CCOC(=O)c1cnc2nc(SC)nn2c1N | -3 | -0.9 | 3 | 0 | -4 | -5 | 2 | 8 | -3 | -5
Cc1ccc(NC(=O)Cn2c(O)c(N=NC(N)=O)c3ccccc32)cc1 | -1 | -3.8 | -15 | 5 | 4 | -3 | 1 | 3 | 12 | 5
CCCOc1ccc(NC(=O)C(=O)NCCCn2ccnc2)cc1 | -3 | -1.9 | 7 | -2 | 14 | -2 | -2 | -1 | -2 | 1
O=C(NCCc1ccc(C(F)(F)F)cc1)C1CC(=O)N(Cc2ccccc2)C1 (configuration not stated) | 0 | -1.5 | 4 | -6 | -2 | -1 | -3 | 6 | -1 | 10
COC(=O)c1ccc(Cn2cc(C(F)(F)F)ccc2=O)cc1 | -6 | -1.2 | -1 | 4 | -7 | 7 | -2 | -2 | -2 | 5
O=C(CN1C(=O)NC2(CCCC2)C1=O)NCc1ccccc1 | 4 | 0.7 | 2 | -1 | 8 | -4 | 3 | 5 | 3 | 3
CCOc1ccccc1C(=O)NC(C(=O)N(C)Cc1ccc2c(c1)OCO2)C(C)C (configuration not stated) | 4 | 0.7 | -2 | 3 | 6 | -4 | -4 | 6 | -2 | -1
CCOC(=O)c1c[nH]c(=O)c(Br)c1O | 0 | 0.1 | 1 | 0 | 3 | -1 | 2 | 4 | 0 | 7
CSc1ccccc1NC(=O)C1(C)CCN1C(=O)Cc1ccc(Cl)cc1Cl (configuration not stated) | -4 | 1.4 | x | 0 | -7 | -4 | 0 | -10 | 1 | 2
COc1ccc2oc(C(=O)OCC(=O)N3CCN(c4ccccc4)CC3)c(C)c2c1 | -4 | -0.3 | -3 | 9 | 6 | 2 | 0 | 1 | 0 | -5
CC1CCCCN1C(=O)CSc1nnc(-c2ccco2)n1C (configuration not stated) | 0 | -0.1 | 15 | 4 | 5 | -3 | 3 | 6 | -1 | -2
COc1nc(NC(C)=O)nc(C)c1Br | 2 | -1.5 | x | 8 | -9 | 2 | 0 | -1 | 2 | -4
O=C(c1ccco1)N1CCN(C(=O)C2CC(c3ccc(F)cc3)=NO2)CC1 (configuration not stated) | 0 | -0.5 | 0 | -1 | -15 | 6 | -6 | -3 | 3 | -2
O=S(=O)(c1ccc(-c2csc(=Nc3ccccc3)n2CCCN2CCOCC2)cc1)N1CCOCC1 | -4 | -1.5 | 4 | 6 | -12 | 0 | -1 | -13 | 4 | -5
Cc1nc2nc(NC(=O)c3ccco3)nn2c(C)c1Cl | 0 | -2.0 | -4 | 3 | -8 | -8 | 3 | 11 | -2 | -6
C/C(=N\NC(=O)c1c(Cl)cnn1C)c1cccc(NC(=O)COc2ccccc2)c1 | 5 | -0.2 | 0 | -1 | 2 | -2 | -4 | 1 | -5 | 0
COc1ccc(C2=Nc3ccccc3N(C(=O)Cc3cc(OC)cc(OC)c3)C2C(=O)NC(C)(C)C)cc1 (configuration not stated) | -4 | -3.1 | x | -8 | -7 | -5 | 10 | -9 | 5 | -7
CSc1ccc(CC(=O)N2CCC(n3nccc3NC(=O)C3CC3)CC2)cc1 | 1 | 1.3 | -4 | -1 | 6 | -1 | 1 | 1 | -5 | 3
O=C(CCNc1cccc(C(F)(F)F)c1)c1ccco1 | 9 | 1.0 | 1 | 2 | -8 | -2 | 8 | 1 | -3 | -2
CN1C(=O)N(CC(=O)N2CCN(S(=O)(=O)Cc3ccccc3)CC2)C(=O)C12CCCCC2 | 5 | -0.1 | 3 | 2 | 3 | -5 | 3 | 3 | -3 | 2
SMILES | SIAE inh | PG9 binder | HTRA1 inh | Rev-erbA mod | TDP2 absorb | LEDGF integ inh | PRMT1 FP inh | mABHD4 FP | rCAG binder | TCR-CD3 inh
O=C(CSc1nncn1-c1ccccc1)NC1CCCCC1 | -4 | 0.2 | -10 | -1 | 1 | 0 | 2 | 0 | -1 | 2
Cc1cccc(-c2cnc(C(O)Cc3ccccc3)[nH]2)c1 (configuration not stated) | -3 | 0.5 | x | 2 | -5 | -2 | 3 | -4 | 0 | -2
COc1ccc(-c2csc(NC(=O)CC(NC(C)=O)c3ccccc3)n2)cc1OC (configuration not stated) | -2 | -0.6 | -4 | -3 | -14 | 0 | -2 | 5 | 1 | 2
Cc1ccccc1C1=NC(C(F)(F)F)(C(F)(F)F)c2c(n(-c3ccc(F)cc3)c(=O)[nH]c2=O)N1 | -5 | -0.6 | 3 | -4 | -1 | -1 | 2 | 6 | -5 | -1
O=C(NCCc1c[nH]c2ccccc12)/C(=C\c1cccs1)NC(=O)c1ccccc1 | 4 | -1.1 | -3 | 2 | 5 | -2 | 2 | 2 | 4 | -3
CC(C)Cc1nnc(NC(=O)CCS(=O)(=O)c2ccc(Cl)cc2)s1 | 4 | 2.4 | 1 | -1 | 8 | 4 | 5 | -10 | -1 | -7
CCN(CC)CC(=O)Nc1c2c(nc3ccccc13)N(C)CC2 | 0 | -1.4 | 2 | -3 | 22 | -3 | 0 | 19 | -6 | -9
CCN(C(=O)CN1C(=O)NC(c2ccccc2)(c2ccc(C)c(C)c2)C1=O)C1CCCCC1 (configuration not stated) | -6 | -1.5 | -47 | -5 | 6 | 5 | 0 | 6 | 2 | 2
CCCCN(C(=O)c1ccc2ccccc2c1)c1c(N)n(CCCC)c(=O)[nH]c1=O | -9 | -3.7 | 7 | -4 | -7 | 5 | -6 | -2 | 0 | -2
Cc1cccc(OCC(=O)N/N=C\c2cn(C)c3ccccc23)c1 | 7 | 2.2 | -2 | -3 | -2 | -5 | -2 | 11 | 7 | -11
CO/N=C\CC(=O)Nc1ccc(F)cc1 | 8 | 5.5 | 0 | 0 | 0 | 1 | 3 | -1 | 3 | -3
O=C(c1c(F)cccc1F)N1CCCC1 | -3 | 0.0 | -4 | -1 | 7 | -3 | 1 | 3 | 1 | 7
CCC(C)Nc1nc2c(c(=O)n(C)c(=O)n2C)n1Cc1cccc(C)c1 (configuration not stated) | 2 | -1.0 | -12 | -1 | 1 | 2 | 0 | -4 | -5 | 1
CCN(CC)S(=O)(=O)c1cc(C(=O)c2nccn2C)ccc1Cl | 0 | 0.9 | 0 | 1 | 7 | -6 | -2 | -4 | -5 | 0
Nc1ccc2c(c1)Nc1ccccc1CC2 | 1 | -5.6 | 35 | 1 | -20 | 2 | 11 | 1 | 7 | -3
Cc1cccc(OCC(=O)Nc2ccc(N3CCN(C(=O)c4ccccc4)CC3)cc2)c1 | 12 | -0.8 | 1 | -3 | 2 | 5 | -2 | 3 | -1 | 1
CCc1ccc(Cn2ncc3c(C(=O)O)cc(C)nc32)cc1 | -2 | 0.7 | 0 | -5 | 6 | 0 | -1 | -2 | 4 | 0
CCOC(=O)C1C(=O)NC(c2ccccc2)=NC1c1ccc(Br)cc1 (configuration not stated) | -2 | -1.6 | -7 | -4 | 1 | 0 | 1 | 0 | -4 | 7
COCCNC(=O)Cn1cc2c(n1)CCC(C)C2 (configuration not stated) | -1 | -1.7 | 7 | -3 | 3 | -3 | -3 | 3 | 2 | -7
Cc1cccnc1CCNC(=O)c1ccc(OC2CCN(Cc3ccccn3)CC2)cc1 | -3 | -0.7 | 5 | 2 | 13 | 0 | 3 | 1 | -10 | 1
Cc1cc(F)ccc1NC(=O)CCc1c(C)nn(-c2ccc(N3CCCCC3)nn2)c1C | 3 | 2.6 | -3 | 4 | -3 | -3 | 0 | 1 | -3 | 0
Cc1ccc(-c2noc(Cn3nc(C(=O)O)c4ccccc4c3=O)n2)cc1 | 2 | -1.2 | -2 | 3 | -2 | -3 | 7 | 5 | -2 | -2
N#Cc1c(-c2ccc(Cl)cc2)ccnc1N1CCOCC1 | -2 | -0.8 | -15 | -2 | -5 | 3 | -1 | -3 | -6 | 1
Cc1ccc2c(c1)N(C(=O)CCC(=O)NCc1ccccn1)CC(C)O2 (configuration not stated) | 2 | 0.5 | -1 | 2 | -2 | -2 | 3 | -1 | -2 | -9
CCOC(=O)C1(CCOC)CCN(C(=O)Cc2ccsc2)CC1 | -3 | 0.5 | 9 | 2 | 13 | 2 | 1 | -1 | 0 | -2
COCc1cc(C)nc(SCC[N+](C)(C)CC(=O)Nc2cccc(C(F)(F)F)c2)c1C#N | -2 | 1.1 | -2 | -1 | -13 | 6 | -7 | 3 | 11 | -1
COC(=O)c1ccc(S(=O)(=O)NCc2ccc(S(N)(=O)=O)cc2)o1 | -1 | -1.9 | 11 | -10 | -7 | -2 | 3 | 4 | 4 | -7
O=C(c1cc2ccccc2o1)N1CCN(CCOc2ccccc2)CC1 | -1 | -2.9 | -5 | 6 | -2 | 3 | 4 | 1 | -3 | 0
COc1ccc(NC(=O)C2CCCO2)c(OC)c1 (configuration not stated) | 11 | -0.4 | 4 | -3 | 18 | -4 | -2 | 1 | -5 | 5
Fc1ccccc1Cc1noc(CN(Cc2ccccn2)CC2CCCO2)n1 (configuration not stated) | -4 | -0.9 | 6 | 2 | -10 | -1 | 3 | 1 | -7 | 3

In a second layout: results already given
Compound	SIAE inh	PG9 binder	HTRA1 inh	Rev-erbA mod	TDP2 absorb	LEDGF integ inh	PRMT1 FP inh	mABHD4 FP	rCAG binder	TCR-CD3 inh
O=C(NCCc1c[nH]c2ccccc12)/C(=C\c1cccs1)NC(=O)c1ccccc1	4	-1.1	-3	2	5	-2	2	2	4	-3
CC(C)Cc1nnc(NC(=O)CCS(=O)(=O)c2ccc(Cl)cc2)s1	4	2.4	1	-1	8	4	5	-10	-1	-7
CCN(CC)CC(=O)Nc1c2c(nc3ccccc13)N(C)CC2	0	-1.4	2	-3	22	-3	0	19	-6	-9
CCN(C(=O)CN1C(=O)NC(c2ccccc2)(c2ccc(C)c(C)c2)C1=O)C1CCCCC1 (configuration not stated)	-6	-1.5	-47	-5	6	5	0	6	2	2
CCCCN(C(=O)c1ccc2ccccc2c1)c1c(N)n(CCCC)c(=O)[nH]c1=O	-9	-3.7	7	-4	-7	5	-6	-2	0	-2

Limited to PRMT1 FP inh, LEDGF integ inh and SIAE inh, for some of the entries so far:
Molecule,PRMT1 FP inh,LEDGF integ inh,SIAE inh
COCc1cc(C)nc(SCC[N+](C)(C)CC(=O)Nc2cccc(C(F)(F)F)c2)c1C#N,-7,6,-2
COC(=O)c1ccc(S(=O)(=O)NCc2ccc(S(N)(=O)=O)cc2)o1,3,-2,-1
